Screens deposited in PubChem by National Center for Advancing Translational Sciences (NCATS).
PGK inhibitor: inhibitors of T. brucei phosphoglycerate kinase; AID 602233; Potency, µM (doses to about 57.5 µM), inactives show at the top dose activity change, negative = inhibition, most hits filed as inhibitors; PGK/GAPDH coupled, Kinase-Glo luminescence, 60 min; 380,000 compounds, 0.043% hits; P07378; also: potency is read from the fitted curve at half-maximal effect; % is scaled to controls: 0 for no effect and ±100 for the full control effect; nearly all actives have a fitted effect of over 60% in size
Target sequence (P07378 whole entry, looked up): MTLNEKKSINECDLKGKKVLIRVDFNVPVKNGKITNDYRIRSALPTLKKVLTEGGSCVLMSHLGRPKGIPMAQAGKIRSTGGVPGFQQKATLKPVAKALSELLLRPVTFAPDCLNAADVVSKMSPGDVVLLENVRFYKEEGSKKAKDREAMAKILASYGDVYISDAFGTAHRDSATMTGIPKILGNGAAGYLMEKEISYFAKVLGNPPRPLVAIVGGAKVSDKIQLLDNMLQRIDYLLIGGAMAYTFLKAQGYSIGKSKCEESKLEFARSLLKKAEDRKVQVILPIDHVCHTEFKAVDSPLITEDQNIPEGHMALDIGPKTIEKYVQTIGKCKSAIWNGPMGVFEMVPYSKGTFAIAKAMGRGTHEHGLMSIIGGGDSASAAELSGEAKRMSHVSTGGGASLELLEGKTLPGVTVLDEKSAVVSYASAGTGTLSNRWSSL
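Luminescent ATP detection (Kinase-Glo Plus) follows a 60-minute room-temperature incubation, with wells lacking PGK as controls. Buffer: 100 mM TEA (pH 7.6), 5 mM MgCl2, 0.01% Tween-20. Coupling enzyme GAPDH (100 nM final) supplies unstable 1,3-BPG in-well.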
PI4K2A inh: blocks human PI4K2A kinase activity | 420,000 compounds, 0.13% hits | AID 1346378 | Q9BTU6 | activity change, negative = inhibition, % at 76.9 µM | purified PI4K2A, ADP-Glo luminescence, 1 h; stronger effect = lower value; in the data active = activity change below about -50%; inconclusive = mostly about -30% to -49%;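 also: -100% = wells without enzyme as full effect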
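ADP-Glo luminescence measured ADP generated by PI4K2A enzyme (4 ug/mL before mixing) with 1.2 mM PI substrate (pre-mix) and 300 microM ATP (pre-mix). Tris pH7.5 buffer with MgCl2, Triton X-100; 1 h reaction at ambient temperature.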
GLS inh: inhibitors of human glutaminase (GLS) | O94925 | GLS enzymatic activity, qHTS titration | Potency, µM (top dose mostly 45.5 µM), without a hit: at the top dose activity change, negative = inhibition, hits mostly inhibitors | 410,000 compounds, 0.21% hits; also: potency is read from the fitted curve at half-maximal effect; % is scaled to controls: 0 for no effect and ±100 for the full control effect
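Glutamate formation by hKGA was monitored fluorometrically using coupled glutamate oxidase, HRP and Amplex Red. Substrate was added as 1 mM L-glutamine solution; incubation was 30 min at RT after an initial read.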
Pin1 inh: human Pin1 inhibition | 390,000 compounds, 0.009% hits | Potency, µM (doses to about 115 µM), inactives show at the top dose activity, negative = inhibition, most hits filed as inhibitors | Pin1 FP peptide displacement, HiFluor488, 10 min; active = well fitted inhibition curve with a large enough effect in the polarisation, with a control signal flat, not every such curve was filed as active; inconclusive = small, poorly fitted or top-dose-only effect, or effect the other way, or a change in a side signal; inactive = no such curve, though single readings can be large or run the other way; the % refers to the polarisation; also: potency is read from the fitted curve at half-maximal effect; % is scaled to controls: 0 for no effect and ±100 for the full control effect
Target sequence (Q13526 whole entry, looked up): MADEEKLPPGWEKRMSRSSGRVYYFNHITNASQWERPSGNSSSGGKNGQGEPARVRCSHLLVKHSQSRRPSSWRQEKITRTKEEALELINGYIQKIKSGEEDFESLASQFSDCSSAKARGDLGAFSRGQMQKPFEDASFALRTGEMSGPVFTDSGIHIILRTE
HP1b binding inh: HP1-beta chromodomain-methylated histone interaction inhibition. 390,000 compounds, 0.56% hits. Potency, µM (titrated, usually from 114 µM), inactives show at the highest dose activity change, negative = inhibition, usual class: inhibitors. AlphaScreen HP1-beta / biotin-H3K9me3 peptide binding. P83916; also: potency is read from the fitted curve at half-maximal effect; nearly all actives have a fitted effect of over 70% in size; inactives centre near 23
Target sequence (P83916 whole entry, looked up): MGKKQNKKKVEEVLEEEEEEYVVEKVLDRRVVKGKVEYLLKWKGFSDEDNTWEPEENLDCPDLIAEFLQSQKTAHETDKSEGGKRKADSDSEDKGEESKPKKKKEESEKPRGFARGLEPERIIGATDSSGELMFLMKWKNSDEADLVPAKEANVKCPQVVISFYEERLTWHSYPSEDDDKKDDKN
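Compound inhibition of the preformed complex between 50 nM HP1-beta and 50 nM biotinylated H3K9me3 peptide was read by AlphaScreen. Buffer was PBS pH 7.4 with 0.01% Tween-20. Incubations ran 30 min at room temperature, with 10 ug/mL donor/acceptor beads.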
JMJD2A Tudor inh: inhibitors of human JMJD2A Tudor domain; 390,000 compounds, 4.4% hits; Potency, µM (doses to about 114 µM), without a hit: at the top dose activity change, negative = inhibition, usual class: inhibitors; AlphaScreen JMJD2A-Tudor / H3K4me3 peptide binding; O75164; also: potency is read from the fitted curve at half-maximal effect; % is scaled to controls: 0 for no effect and ±100 for the full control effect; nearly all actives have a fitted effect of over 50% in size
G9a inh: inhibitors of human histone lysine methyltransferase G9a. Q96KQ7. G9a H3K9 monomethylation, AlphaScreen, 2 h. Potency, µM (titrated, usually from 102 µM), without a hit: top-dose activity, negative = inhibition, actives largely listed as inhibitors. 350,000 compounds, 8.8% hits. AID 504332; also: potency is read from the fitted curve at half-maximal effect; % is scaled to controls: 0 for no effect and ±100 for the full control effect; nearly all actives have a fitted effect of over 75% in size
Target sequence (Q96KQ7 913-1193 limits assumed): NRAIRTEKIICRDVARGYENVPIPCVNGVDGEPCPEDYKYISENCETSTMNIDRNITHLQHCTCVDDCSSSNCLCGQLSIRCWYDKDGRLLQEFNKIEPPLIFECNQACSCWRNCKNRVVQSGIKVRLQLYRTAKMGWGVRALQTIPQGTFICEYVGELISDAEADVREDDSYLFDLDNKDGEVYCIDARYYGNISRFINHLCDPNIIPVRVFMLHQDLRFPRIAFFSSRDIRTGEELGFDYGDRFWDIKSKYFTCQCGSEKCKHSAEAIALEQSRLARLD
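Quantitative HTS format: methyltransferase activity on a biotin-tagged H3K9 peptide is measured by AlphaScreen, using a rabbit anti-monomethyl-H3K9 antibody with streptavidin donor and anti-IgG acceptor beads. Final levels are 20 nM enzyme, 500 nM peptide, 20 uM SAM; 2 h RT.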
BAZ2B inh: inhibitors of human BAZ2B bromodomain | Potency, µM (doses to about 114 µM), for inactives: at the highest dose activity change, negative = inhibition, hits mostly inhibitors | Q9UIF8 | AlphaScreen BAZ2B-H3K14Ac peptide displacement | 360,000 compounds, 4.4% hits; also: potency is read from the fitted curve at half-maximal effect; % is scaled to controls: 0 for no effect and ±100 for the full control effect; nearly all actives have a fitted effect of over 60% in size
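AlphaScreen displacement: compounds (up to 110uM) incubated 30 min at room temperature with a preformed 50 nM BAZ2B/50 nM biotinylated H3K14Ac peptide complex in PBS pH 7.4 with Tween-20. Donor and acceptor beads at 10 ug/mL final added, 20 min light-protected before reading.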
Pol eta inh: inhibitors of human DNA polymerase eta. recombinant Pol eta, fluorescent DNA replication assay. Potency, µM (top dose mostly 114 µM), inactives show at the highest dose activity change, negative = inhibition, usual class: inhibitors. Q9Y253. AID 588591. 390,000 compounds, 1.2% hits; also: potency is read from the fitted curve at half-maximal effect; % is scaled to controls: 0 for no effect and ±100 for the full control effect
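Fluorescent replication assay: 50 nM final substrate added after a 15 min room-temperature compound preincubation with 10 nM enzyme. Signal taken at 0 min and again at 10 min.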
The depositor's hits bear a star; i = inactive; ? = inconclusive; nt = no result given; & = joins results of further samples; [ ] = remark or other dose. Unless noted, calls follow the shape of the dose curve; as a rule, active = well fitted curve in the direction sought with a large enough effect; inconclusive = small, poorly fitted or top-dose-only effect, or another doubt; inactive = no such curve, though single readings can be large; an effect the other way counts as inactive or inconclusive. Not all compounds are listed; rates above refer to the full screens.

PGK inhibitor	PI4K2A inh	GLS inh	Pin1 inh	HP1b binding inh	JMJD2A Tudor inh	G9a inh	BAZ2B inh	Pol eta inh	mol
-1%	-2	-14%	22%	11%	-12%	-11%[59 µM]	-31%	-9%	Cc1cccc(NC(=O)CN2C(=O)N/C(=C/c3cc(C)n(-c4cccnc4)c3C)C2=O)c1
-9%	-1	-5%	0%	?	8.9µM*	14µM*	56µM*	-10%	CC(O)CN(Cc1ccc(Cl)cc1)CC(C)O (centres undefined)
-10%	-3	8%	-3%	11%	-12%	-34%[0.501 µM]	2%	-9%	CCn1nc(C(=O)N2CCc3ccccc32)c2ccccc2c1=O
1%	3	8%	1%	?	-20%	5%[2.33 µM]	-9%	-13%	CSCCC(NC(=O)c1cccc(S(=O)(=O)N2CCOCC2)c1)c1nc2ccccc2[nH]1 (centres undefined)
-6%	-7	8%	-6%	43%[activator]	-14%	nt	4%	-16%	CCCn1c(-c2ccc[nH]c2=O)nc2cc(C)c(C)cc21
0%	-4	6%	-1%	12%	-17%	nt	nt	-13%	COc1ccc(C(CNC(=O)c2cccc(S(=O)(=O)Nc3ccc(F)cc3)c2)N2CCOCC2)cc1 (centres undefined)
5%	0	-2%	-2%	23%	-19%	nt	nt	-19%	COc1ccccc1CN1C(=O)[C@@H]2Cc3c([nH]c4ccccc34)C(C)(C)N2C1=O
-2%	-1	3%	0%	5%	5%[57.1 µM]	?	1%	-7%	Cc1cccc(NC(=O)CCN2CCN(C)CC2)c1
-4%[11.5 µM]	0	14%	-4%	26%	-10%	12%[12.7 µM]	-1%	-5%	COC(=O)c1cc(NC(=O)CC2C(=O)NCCN2C(=O)c2ccc(F)cc2)cc(C(=O)OC)c1 (centres undefined)
8%	1	1%	1%	36%[activator]	-2%	-1%[59 µM]	-5%	?	Cc1c(NC(=O)c2ccccc2)cc(C(C)C)c(O)c1S(=O)(=O)c1ccc(Cl)cc1
-3%	-4	0%	-8%	52%[activator]	-5%	65%[activator]	7%	-15%	CCOc1ccc(CCNC(=O)Cn2nc(C)n3cccc3c2=O)cc1OCC
0%	0	6%	-5%	22%	-1%	15%[59 µM]	2%	-8%	Cc1oc(S(=O)(=O)N2CCOCC2)cc1C(=O)Nc1ccc(F)cc1
-3%	-1	4%	3%	20%	-17%	-8%	8%	-15%	Cc1cc(C)n(C(=O)C2CCCN2S(=O)(=O)c2ccc(Cl)cc2)n1 (centres undefined)
-7%	-1	0%	21%	23%	-28%	-13%[2.33 µM]	5%	-5%	Cc1ccc(CNC(=O)c2ccc(N3CCC4(CC3)CC(c3cccc(Br)c3)=NO4)c(NC(=O)c3ccccc3)c2)cc1
-5%	-1	-19%	1%	39%[activator]	?	?	?	-14%	CCOC(=O)N1CCN(C(=O)CCCn2c(=S)[nH]c3ccccc3c2=O)CC1
-1%&4%	-1&2	-4%&1%	-9%&2%	31%&21%	-2%&-6%	nt	nt	-2%&-7%	CC(C)CC(=O)C(=O)O
i	0	14%	7%	39%[activator]	-8%	6%[59 µM]	11%	-22%	O=C(CN1C(=O)C2CCCCC2C1=O)Nc1cc(C(F)(F)F)ccc1N1CCCC1 (centres undefined)
-7%	2	-2%	3%	-2%	-6%	20%[59 µM]	7%	2%	Cc1ccccc1-c1c(C)oc2cc(O)ccc2c1=O
nt	-1	26%	0%	-9%	?	nt	79µM*	-20%	O=C(CC1C(=O)NCCN1Cc1ccc(F)cc1)NCCN1CCCc2ccccc21 (centres undefined)
-6%	-1	nt	-3%	40%[activator]	-13%	4%[59 µM]	14%	-8%	O=C(Oc1ccc(Cl)cc1)c1ccc(COC(=O)c2cnccn2)cc1
2%	1	8%	-4%	25%	-15%	?	-25%	-8%	CCCCc1ccc(NC(=S)N2CCN(c3ccccn3)CC2)cc1
-8%	1	-1%	3%	29%	-12%	17%	6%	-18%	CCOC(=O)C1(CCCc2ccccc2)CCN(C(=O)C2CCCN(C(N)=O)C2)CC1 (centres undefined)
i	-3	-4%	-1%	31%	-5%	20%	24%	-16%	O=C(c1ccccc1)N1CCN(S(=O)(=O)N2CCCCCC2)CC1
-7%	-8	-5%	-2%	20%[57 µM]	13µM*	?	3%	-9%	NC(N)=Nc1nc2ccccc2o1
i	6	0%	2%	51%[activator]	-4%[11.4 µM]	?	?	0%	COc1ccc(N(Cc2cc3ccccc3[nH]c2=O)S(=O)(=O)c2ccccc2)cc1
-9%	2	-12%	-2%	10%	-10%	19%	-32%	-17%	Cc1ccc(-n2nc(C)c3c(C)c(CCC(=O)O)c(C)nc32)cc1
-6%	0	0%	0%	-6%	-14%	?	-3%	-5%	c1ccc(OCc2nn3c(C4CCCCC4)nnc3s2)cc1
-2%	3	-14%	?	9%	-36%	-13%	5%	-9%	Fc1ccccc1Nc1nc2ccccc2n2nnnc12
nt	-1	-8%	10%	57%[activator]	30%	10%	22%	-14%	CCSc1nc(-c2ccc(OC)cc2)cc(-c2ccc(OC)cc2)c1C#N
-9%[11.5 µM]	-4	24%	-9%	25%	-14%	0%[59 µM]	5%	8%	CCOC(=O)c1c(C)nc2c(c1C)/C(=N/O)CC(C)(C)C2

Entries shown so far with a COOH group:
PGK inhibitor	PI4K2A inh	GLS inh	Pin1 inh	HP1b binding inh	JMJD2A Tudor inh	G9a inh	BAZ2B inh	Pol eta inh	mol
-1%&4%	-1&2	-4%&1%	-9%&2%	31%&21%	-2%&-6%	nt	nt	-2%&-7%	CC(C)CC(=O)C(=O)O
-9%	2	-12%	-2%	10%	-10%	19%	-32%	-17%	Cc1ccc(-n2nc(C)c3c(C)c(CCC(=O)O)c(C)nc32)cc1

The list goes on.
PGK inhibitor	PI4K2A inh	GLS inh	Pin1 inh	HP1b binding inh	JMJD2A Tudor inh	G9a inh	BAZ2B inh	Pol eta inh	mol
-2%	-1	4%	7%	33%	-4%	-3%[59 µM]	-1%	-23%	COc1ccc(-c2cc(C(=O)OCC(=O)Nc3ccc4c(c3)OCO4)c3ccccc3n2)cc1
-3%	-1	3%	0%	60%[activator]	38%[activator]	-4%[59 µM]	58%[activator]	1%	Cc1cccc(CSc2nc3c(cc2C#N)CCC3)c1
-6%	-12	8%	?	-6%	40µM*	56µM*	?	2%	Cc1ccc(NCc2cccnc2)cc1
3%	-1	2%	8%	6%	-2%	3%	-14%	-3%	N#CC(C#N)=C(N)Nc1cccc(Cl)c1
6%	1	15%	5%	145%[activator]	43%[activator][57.1 µM]	82%[activator][59 µM]	55%[activator]	-14%	CCOc1ncccc1C(=O)OCc1c(Cl)cccc1Cl
-4%	5	4%	-14%	-23%	?	?	-38%	-4%	O=C(OCC(=O)N1CCN(c2ccccc2)CC1)c1cc(Cl)ccc1[N+](=O)[O-]
-6%	5	-2%	3%	5%	2%	?	?	-1%	CC(C)NC(=O)CN(c1cccc(Br)c1)S(C)(=O)=O
7%	-16	7%	1%	106%	18%	83%[activator][59 µM]	16%	8%	Cc1ccc(NC(=O)CSC(N)=O)cc1Cl
-4%	-3	0%	3%	18%	?	?	-9%	-8%	CCc1nnc(NS(=O)(=O)c2ccc(N3C(=O)c4ccccc4C3=O)cc2)s1
-5%	1	2%	?	22%	-8%	28%[0.501 µM]	-7%	-5%	COc1ccc2cc(C(c3nnnn3CCc3ccccc3)N3CCC(O)CC3)c(=O)[nH]c2c1 (centres undefined)
-3%	6	2%	-8%	5%	-3%	-19%[2.33 µM]	9%	-13%	CCCn1nc(C(=O)NCc2ccccn2)c2ccccc2c1=O
0%	2	7%	-7%	-2%	-11%	?	-2%	-4%	COc1ccc2c(c1)CCN1C2CCN2C(=O)CCC21 (centres undefined)
7%	0	7%	-1%	33%	-7%	14%[59 µM]	7%	?	COc1ccc(/C=N/NC(=O)Cn2cnc3ccccc3c2=O)cc1
7%	-1	5%	-1%	16%	-14%	6%[59 µM]	-2%	-5%	Cc1nc(NC(=O)c2ccc(Cl)cc2)nc2cc3c(cc12)OCO3
-3%	-3	-4%	4%	21%	-3%	19%[59 µM]	8%	4%	COCCNc1ncnc2c1cnn2Cc1ccc(Cl)cc1
2%	9	19%	-13%	43%[activator]	-5%	9%	10%	1%	O=C(CNC(=O)OCc1ccccc1)Oc1ccc2ccc(=O)oc2c1
-1%	2	-2%	0%	18%	-10%	-2%	-8%	1%	O=C(N/N=C\c1ccncc1)c1ccccc1O
-7%	2	6%	-5%	23%	-10%	-9%[59 µM]	12%	-21%	O=C(O)c1ccn(CSc2cc(Cl)ccc2Cl)n1
-11%	0	0%	?	5%	-17%	79µM*	-36%	0%	N#CC1=C(N)OC2=C(C(=O)CCC2)C12CCC1(CC2)OCCO1
-10%	-13	-1%	nt	nt	nt	nt	nt	-11%	O=C1c2ccccc2C(=O)N1N=Cc1ccc2c(c1)OCO2
-1%	3	3%	0%	14%	-17%	8%[59 µM]	nt	2%	COc1ccc(-c2nn(-c3ccc(F)cc3)c3c2cnc2ccc(F)cc23)cc1OC
0%	4	8%	-3%	21%	-16%	-29%[59 µM]	-13%	8%	COc1ccc(-n2cc(-c3ccccc3)c3c(Nc4ccc(OC)c(OC)c4)ncnc32)cc1
-14%	3	-23%	-6%	33%	0%	13%	5%	-4%	CCCC(=O)Nc1c(-c2cccc(C)c2)c(=O)c2ccccc2n1C
-7%	-2	7%	8%	10%	-25%	nt	-12%	-18%	O=c1[nH]c(C2CCN(S(=O)(=O)c3ccc4c(c3)OCCO4)CC2)nc2c1nnn2Cc1ccccc1F
